Source: PubChem
Epigenetic reg – epigenetic control regulation, reporter derepression. Potency, µM (series often up to 53.9 µM), for inactives: at the highest dose GFP activation, usual class: activators. murine LDR cells, GFP reporter derepression, 30 h. actives 0.2% (n = 280,000). AID 1865; active = well fitted activation curve with a large enough effect; inconclusive = small, poorly fitted or top-dose-only effect; note: % of control where 0% means no effect; nearly all actives have a fitted effect of over 60% in size
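Murine LDR cells carrying a silenced, genomically integrated CMV-driven GFP reporter were exposed to compound for 30 hours at 37 C. After PBS washes, GFP-positive cells (20–120 um objects) were counted by laser-scanning microplate cytometry.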
Lamin A splicing – changes lamin A minigene splicing in HeLa cells; actives 0.01% (n = 200,000); HeLa LMNA splicing GFP/RFP minigene ratio, 48 h; Potency, µM (doses to about 46.1 µM), for the others: top-dose ratio change, negative = inhibition, hits mostly inhibitors; AID 1487; active = well fitted inhibition curve with a large enough effect in the signal ratio, with a control signal flat, not every such curve was filed as active; inconclusive = small, poorly fitted or top-dose-only effect, or effect the other way, or a change in a side signal; the % refers to the signal ratio; note: % is set by controls: 0 for no effect and ±100 for the full control effect
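Read-out is the ratio of GFP to DsRed2 object intensity, acquired by 488 nm laser-scanning cytometry on HeLa lamin A-EGFP minigene reporter cells. Compound incubation 48 hrs at 37 °C in Opti-MEM with 2% FBS; DMSO 0.5% final.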
Active calls of the source: *; [ ] = dose if it differs, or a comment. Potency is the fitted concentration of half-maximal effect. Only part of the results is shown; count on the stated rates, not on these rows.

`COc1cc(C)ccc1OCCSc1nc2ccc(NC(=O)c3ccc(C)cc3)cc2s1` gave Epigenetic reg 8.1% and Lamin A splicing 21%[46 µM].
`CCOC(=O)c1noc2ncnc(N3CCN(c4ccccc4OC)CC3)c12` gave Epigenetic reg 2.3% and Lamin A splicing -12%[46 µM].
Screening Cc1ccc2[nH]c(CSc3nnc(NC(=O)COc4ccc(F)cc4)s3)cc(=O)c2c1 returned Epigenetic reg -1.6% and Lamin A splicing inconclusive.
`CNC(=O)C1CCC(Cn2c(=O)c3sccc3n(CC(=O)NCc3ccc(F)cc3)c2=O)CC1` (stereo not given) gave Epigenetic reg 0.0% and Lamin A splicing 20%[46 µM].
For CC(=O)c1cccc(NC(=O)Cn2c(SCC(=O)Nc3ccc(F)cc3)nc3ccccc32)c1 the results were Epigenetic reg 3.3% and Lamin A splicing 7%[46 µM].
For CN(C)c1ccc(Nc2ncnc3sc4c(c23)CCCC4)cc1 the results were Epigenetic reg -1.9% and Lamin A splicing -26%[46 µM].
Screening COc1ccc(C2C(=O)N(C3CCC(C)CC3)CC(=O)N2CCC2=CCCCC2)cc1OC (stereo not given) returned Epigenetic reg 3.8% and Lamin A splicing 2%[46 µM].
Screening CCOc1ccc(NC(=O)NCc2cccn2Cc2ccccc2)cc1 returned Epigenetic reg 1.5% and Lamin A splicing -7%[46 µM].
`O=C(Nc1ccc(Oc2ccccc2)cc1)c1ccc(F)c(S(=O)(=O)N2CCN(c3cccc(Cl)c3)CC2)c1` gave Epigenetic reg 1.2% and Lamin A splicing inconclusive.
`COc1ccc(N2CC(NC(=O)C(=O)c3c(C)[nH]c4ccccc34)CC2=O)cc1` (stereo not given) gave Epigenetic reg 2.9% and Lamin A splicing 16%[46 µM].
Screening Cc1ccc(C(=O)NCC(c2ccc(Cl)cc2)N2CCCCC2)cc1 (stereo not given) returned Epigenetic reg -3.2% and Lamin A splicing -4%[46 µM].
Screening Cc1ccc(CNC(=O)Nc2cn(CC(C)C)c(=O)c3ccccc23)cc1 returned Epigenetic reg -1.3% and Lamin A splicing 6%[46 µM].
Fc1ccc(-n2ncc3c(NC4CCCCCC4)ncnc32)cc1 was read as Epigenetic reg 5.3% and Lamin A splicing inconclusive.
`CCc1ccc2ncc3c(-c4ccc(F)cc4)nn(CC(=O)NCc4ccccc4)c3c2c1` gave Epigenetic reg 0.0% and Lamin A splicing 5%[46 µM].
For Cc1cccc(C(=O)Nc2ccc(-c3nc4ccccc4s3)cc2Cl)c1 the results were Epigenetic reg 1.3% and Lamin A splicing 14%[46 µM].
For Cc1ccc(CNC(=O)c2c(C)oc3nc(C)nc(N4CCOCC4)c23)cc1 the results were Epigenetic reg -0.4% and Lamin A splicing inconclusive.
`CCOc1ccc(C(=O)Nc2ccc3nc(SCCOc4ccccc4)sc3c2)cc1` gave Epigenetic reg 3.2% and Lamin A splicing -7%[46 µM].
O=C(NC1CC(=O)N(c2ccccc2)C1)c1ccc(Br)o1 (stereo not given) was read as Epigenetic reg 0.4% and Lamin A splicing 6%[46 µM].
Cc1cc(Cl)ccc1NS(=O)(=O)c1c(C(=O)N2CCC(C)CC2)c(C)n(C)c1C was read as Epigenetic reg -3.3% and Lamin A splicing 1%[46 µM].
For O=C(Nc1ccc2c(c1)CCCN2C(=O)c1cccs1)c1ccc(F)c(F)c1 the results were Epigenetic reg 4.9% and Lamin A splicing -9%[46 µM].
Screening COc1cccc2sc(NC(=O)c3ccc(S(=O)(=O)N4CCC(C)CC4)cc3)nc12 returned Epigenetic reg -0.3% and Lamin A splicing -4%[46 µM].
For Cc1ccc(CNC(=O)Nc2cc(C(=O)NCc3cccc(F)c3)ccc2N2CCCC2)cc1 the results were Epigenetic reg -0.2% and Lamin A splicing inconclusive.
For NC(=O)C1CCN(C(=O)c2ccc(NC(=O)c3nsc4ccccc34)cc2)CC1 the results were Epigenetic reg -4.5% and Lamin A splicing inconclusive.
For CCC(=O)C1=C(c2ccc(F)cc2)N(C(=O)CC)n2c(nnc2-c2ccc(OC)cc2)S1 the results were Epigenetic reg 9.3% and Lamin A splicing inconclusive.
Screening CCCn1cc(S(=O)(=O)c2cccc(Cl)c2)c(=O)c2cc(F)c(N3CCN(CC)CC3)cc21 returned Epigenetic reg -1.2% and Lamin A splicing -28%[46 µM].
Screening COc1ccc(OCC2c3cc(OC)c(OC)cc3CCN2C(=O)COc2ccc(Cl)cc2Cl)cc1 (stereo not given) returned Epigenetic reg 3.5% and Lamin A splicing -26%[46 µM].
COc1cccc(NC(=O)CSc2nc3c([nH]c4ccccc43)c(=O)n2-c2ccccc2)c1 was read as Epigenetic reg 0.0% and Lamin A splicing 17%[46 µM].
`Cc1ccc(CN2CCCn3nc(C(=O)NCCc4ccc(Cl)cc4)cc3C2=O)cc1` gave Epigenetic reg -4.1% and Lamin A splicing inconclusive.
`COc1ccccc1N1CCN(C(=O)c2cnc(N3CCOCC3)c3ccccc23)CC1` gave Epigenetic reg 0.0% and Lamin A splicing -11%[46 µM].
CCc1ccc(CN(Cc2ccco2)c2cnc(S(C)(=O)=O)nc2C(=O)Nc2ccc(C)c(Cl)c2)cc1 was read as Epigenetic reg -4.5% and Lamin A splicing 21%[46 µM].
`Cc1ccc(NC(=O)Cn2cc(S(=O)(=O)N3CCCC3)c(S(=O)(=O)N3CCCC3)c2)cc1C` gave Epigenetic reg -1.3% and Lamin A splicing -12%[46 µM].
CS(=O)(=O)c1ncc(N(Cc2ccco2)Cc2ccco2)c(C(=O)Nc2ccccc2Br)n1 was read as Epigenetic reg -1.6% and Lamin A splicing 5%[46 µM].
For COc1ccc(NC(=O)CSC2=Nc3ccccc3C3=NC(CCC(=O)NCCc4ccccc4)C(=O)N23)c(OC)c1 (stereo not given) the results were Epigenetic reg 2.4% and Lamin A splicing -4%[46 µM].
`O=C(NCc1ccc(F)cc1)c1ccc(CSCc2cccc(Cl)c2)o1` gave Epigenetic reg 0.0% and Lamin A splicing inconclusive.
`COc1cccc(N2CCN(C(=O)c3cc4c(=O)n(Cc5cccs5)ccc4nc3C)CC2)c1` gave Epigenetic reg 1.5% and Lamin A splicing inconclusive.
Screening O=C(NCc1ccc2c(c1)CCN2C(=O)c1ccc(F)cc1)c1ccco1 returned Epigenetic reg -1.3% and Lamin A splicing -4%[46 µM].
For O=C(c1cccs1)N(Cc1cccnc1)c1nc2c(Cl)cccc2s1 the results were Epigenetic reg 1.4% and Lamin A splicing inconclusive.
Screening Cc1ccc(CNC(=O)C(=O)NCC(c2cccs2)S(=O)(=O)c2ccc(C)cc2)cc1 (stereo not given) returned Epigenetic reg 2.8% and Lamin A splicing -5%[46 µM].
`CCOCCCNC(=O)C(=O)Nc1c2c(nn1-c1ccccc1)CSC2` gave Epigenetic reg 1.3% and Lamin A splicing 7%[46 µM].
For Cc1[nH]c(=O)[nH]c(=O)c1S(=O)(=O)N1CCN(c2ccccc2Cl)CC1 the results were Epigenetic reg -1.1% and Lamin A splicing inconclusive.
For CC(=O)OC1=C(C(C)=O)N(Cc2ccccc2)S(=O)(=O)c2ccccc21 the results were Epigenetic reg -3.2% and Lamin A splicing -3%[46 µM].
Screening Cc1cccc(C(=O)Nc2cc(-c3nc4cccnc4s3)ccc2C)c1 returned Epigenetic reg 1.4% and Lamin A splicing 11%[46 µM].
`Cc1nncn1-c1ccc(C(=O)Nc2cc(F)ccc2F)cc1` gave Epigenetic reg 0.0% and Lamin A splicing -7%[46 µM].
Screening Cc1c(C(=O)N2CCC(C)CC2)c(S(=O)(=O)NCc2ccc(Br)cc2)c(C)n1C returned Epigenetic reg -3.3% and Lamin A splicing -2%[46 µM].
Screening Cc1ccc(OCCSc2nc3ccc(NC(=O)COc4ccc(F)cc4)cc3s2)cc1 returned Epigenetic reg 0.0% and Lamin A splicing 7%[46 µM].
CC(=O)N1CCCc2cc(S(=O)(=O)N3CCC(C(=O)NCc4ccccc4)CC3)ccc21 was read as Epigenetic reg 0.0% and Lamin A splicing -21%[46 µM].
COc1ccc(N2CCN(C(=O)Nc3cn(CC(C)C)c(=O)c4ccccc34)CC2)cc1 was read as Epigenetic reg -0.4% and Lamin A splicing -4%[46 µM].
`CN(C)CCNC(=O)c1ccc(Cn2c(SCc3ccc(F)cc3)nc3cccnc32)cc1` gave Epigenetic reg -2.3% and Lamin A splicing -4%[46 µM].
For COc1cc(Nc2ncc3c(n2)CCN(Cc2cc(Br)cs2)C3)cc(OC)c1 the results were Epigenetic reg 1.9% and Lamin A splicing inconclusive.
COc1ccc(N2CCN(CCCNC(=O)c3nnc(Cc4ccc(F)cc4)o3)CC2)cc1 was read as Epigenetic reg 0.0% and Lamin A splicing -6%[46 µM].
COc1ccc(N(Cc2cccs2)C(=O)c2ccccc2C)cc1 was read as Epigenetic reg -1.6% and Lamin A splicing inconclusive.
COc1ccccc1N1CCN(c2ncnc3c2cnn3-c2cc(Cl)ccc2C)CC1 was read as Epigenetic reg 4.4% and Lamin A splicing inconclusive.
Screening Cc1cccc(C(=O)Nc2ccc(N3CC=C(c4ccccc4C)CC3)c(C(=O)O)c2)c1 returned Epigenetic reg -0.2% and Lamin A splicing 9%[46 µM].
`Cc1ccc(Cl)c2sc(NC(=O)c3ccc(S(=O)(=O)N4CCCC4)cc3)nc12` gave Epigenetic reg -1.4% and Lamin A splicing -23%[46 µM].
Screening COc1ccc(-c2noc(N3CCC(C(=O)Nc4ccc(OC)c(OC)c4)CC3)n2)cc1 returned Epigenetic reg 4.4% and Lamin A splicing 3%[46 µM].
For Clc1ccc(CN2CCc3nc(N4CCN(c5ccccn5)CC4)ncc3C2)cc1 the results were Epigenetic reg -2.9% and Lamin A splicing inconclusive.
For COc1ccc(/C=C/C(=O)N2CCC(c3nc4ccccc4o3)CC2)cc1OC the results were Epigenetic reg -3.2% and Lamin A splicing -7%[46 µM].
Cn1nnc2c(N3CCN(c4cccc(Cl)c4)CC3)ncnc21 was read as Epigenetic reg 1.3% and Lamin A splicing -4%[46 µM].
COc1cc(Cl)c(C)cc1NC(=O)c1nn(-c2ccc(C)cc2)c(=O)n(C)c1=O was read as Epigenetic reg 0.0% and Lamin A splicing 1%[46 µM].
For COc1ccc(CC(=O)NCCc2csc(-c3cccc(C)c3)n2)cc1 the results were Epigenetic reg 1.1% and Lamin A splicing -5%[46 µM].

Structures listed so far that contain bromine, in the order listed:
O=C(NC1CC(=O)N(c2ccccc2)C1)c1ccc(Br)o1 (stereo not given) was read as Epigenetic reg 0.4% and Lamin A splicing 6%[46 µM].
CS(=O)(=O)c1ncc(N(Cc2ccco2)Cc2ccco2)c(C(=O)Nc2ccccc2Br)n1 was read as Epigenetic reg -1.6% and Lamin A splicing 5%[46 µM].
Screening Cc1c(C(=O)N2CCC(C)CC2)c(S(=O)(=O)NCc2ccc(Br)cc2)c(C)n1C returned Epigenetic reg -3.3% and Lamin A splicing -2%[46 µM].
For COc1cc(Nc2ncc3c(n2)CCN(Cc2cc(Br)cs2)C3)cc(OC)c1 the results were Epigenetic reg 1.9% and Lamin A splicing inconclusive.

More results follow:
For Cc1cccc(-n2ccnc2SCC(=O)Nc2cccc3ccccc23)c1C the results were Epigenetic reg 0.0% and Lamin A splicing inconclusive.
Screening COc1cc(NC(=O)Cn2ccn(Cc3ccccc3OC)c(=O)c2=O)cc(OC)c1 returned Epigenetic reg inconclusive and Lamin A splicing inconclusive.
`Cc1ccc(NC(=O)CSc2nccn2C2CCCC2)cc1` gave Epigenetic reg -0.5% and Lamin A splicing 0%[46 µM].
Screening CCCNC(=O)C1CCC(Cn2c(=O)c3sccc3n(Cc3cccc(OC)c3)c2=O)CC1 (stereo not given) returned Epigenetic reg 2.3% and Lamin A splicing 14%[46 µM].
Screening Cc1cncn1CCc1nc2c3ccccc3nc(SCC(=O)Nc3ccc(F)cc3)n2n1 returned Epigenetic reg 0.0% and Lamin A splicing -7%[46 µM].
COc1ccc(NC(=O)C(c2ccccc2)N2Cc3ccccc3C2=O)cc1 (stereo not given) was read as Epigenetic reg 0.0% and Lamin A splicing 5%[46 µM].

As a working copy, some entries already given:
For COc1ccc(/C=C/C(=O)N2CCC(c3nc4ccccc4o3)CC2)cc1OC the results were Epigenetic reg -3.2% and Lamin A splicing -7%[46 µM].
Cn1nnc2c(N3CCN(c4cccc(Cl)c4)CC3)ncnc21 was read as Epigenetic reg 1.3% and Lamin A splicing -4%[46 µM].
COc1cc(Cl)c(C)cc1NC(=O)c1nn(-c2ccc(C)cc2)c(=O)n(C)c1=O was read as Epigenetic reg 0.0% and Lamin A splicing 1%[46 µM].
For COc1ccc(CC(=O)NCCc2csc(-c3cccc(C)c3)n2)cc1 the results were Epigenetic reg 1.1% and Lamin A splicing -5%[46 µM].
